TAAR1 ag = agonists of human TAAR1 | 360,000 compounds, 0.99% hits | Q96RJ0 | CHO RD-HGA16 TAAR1, Fluo-8 calcium fluorescence; vehicle wells 0%, saturating PEA agonist 100% | activation, % at 3 µM;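 active means activation above the mean activation of all test compounds in the run plus 3 SD, cut at about 38% in these data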
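Test system: RD-HGA16 (CHO) cells co-expressing Gα16 and hTAAR1 | Doses: Single dose, 3 µM | Schedule: 17-24 h seeding, 75 min 37 °C dye, 30 min RT | Evaluation: % activation from peak over basal fluorescence ratio, DMSO-to-PEA scaled | Technique: Kinetic Fluo-8 calcium fluorescence | Benchmarks: Low control DMSO, high control PEA (EC100)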
M1 PAM parental = M1 PAM counterscreen hit in parental CHO-K1 cells; 360,000 compounds, 0.02% hits; AID 602247; ATP EC20, Fluo-8 calcium fluorescence; 0% at ATP EC20, 100% at ATP max; activation, % at 3 µM;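 active means activation above the run cutoff, the mean activation of all test compounds plus 3 SD, cut at about 40% in these data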;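 further: peak over basal fluorescence ratio in a 140 s read after ATP addition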
CRFR2-BP ag = agonists of human CRF-binding protein/CRF-R2 receptor complex. HEK293 CRF-R2/CRF-BP, calcium dye fluorescence (FLIPR); percent of saturating CRF peptide response. activation, % at 13.2 µM. 350,000 compounds, 0.46% hits. AID 588473;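 active means activation of at least 50%, plus an integration ratio under a set limit after plate pattern correction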;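 further: plate controls were neutral control wells without compound for no effect and CRF at EC100 for full effect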
M5 antag = CHRM5 antagonism in calcium assay. P08912. CHO-hM5 cells, Fluo-8 calcium fluorescence, ACh EC80. inhibition, % at 3 µM. 360,000 compounds, 0.59% hits;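 active means inhibition above a per-plate cutoff, the mean of that plate's test compounds plus 3 SD, cut at about 27% in these data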;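 further: 0% = acetylcholine EC80 with DMSO and 100% = DMSO without agonist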
Target sequence (P08912 whole entry, looked up): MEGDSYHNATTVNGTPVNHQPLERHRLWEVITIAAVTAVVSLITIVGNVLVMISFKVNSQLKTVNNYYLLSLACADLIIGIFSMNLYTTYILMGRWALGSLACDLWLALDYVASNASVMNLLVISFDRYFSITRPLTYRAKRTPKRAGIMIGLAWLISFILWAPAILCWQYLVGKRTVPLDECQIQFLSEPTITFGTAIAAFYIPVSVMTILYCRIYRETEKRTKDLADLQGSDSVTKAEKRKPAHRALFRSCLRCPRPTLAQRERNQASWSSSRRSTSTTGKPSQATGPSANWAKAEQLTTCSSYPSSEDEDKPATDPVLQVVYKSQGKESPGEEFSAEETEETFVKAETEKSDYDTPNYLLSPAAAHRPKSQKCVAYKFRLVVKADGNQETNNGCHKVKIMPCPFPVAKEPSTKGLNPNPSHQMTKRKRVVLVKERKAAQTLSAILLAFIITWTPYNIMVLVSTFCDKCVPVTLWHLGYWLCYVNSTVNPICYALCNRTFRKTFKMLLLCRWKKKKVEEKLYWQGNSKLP
M5 PAM = potentiates acetylcholine response at human M5 receptor; P08912; CHO-K1 hM5, Fluo-8 calcium, ACh EC20 PAM; 0% = ACh EC20, 100% = ACh EC100; activation, % at 3 µM; 360,000 compounds, 0.3% hits;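 active means activation above the run cutoff, the mean activation of all test compounds plus 3 SD, cut at about 18% in these data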
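System: CHO-K1 cell line with stable human muscarinic M5 receptor expression | Also added: EC20 acetylcholine as agonist stimulus | Compound: One concentration, 3 µM final (nominal) | Timing: Fluo-8 loading 80 min at 37 °C plus 30 min room temperature | Measured by: Fluo-8 calcium dye fluorescence, kinetic read | Read-out basis: % activation, ACh-normalized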
CHRM4 PAM = potentiates acetylcholine response at human M4 receptor; P08173; CHO-K1 hM4/Gqi5, Fluo-8 calcium fluorescence, ACh EC20; 0% = ACh EC20, 100% = maximal ACh; activation, % at 3 µM; 360,000 compounds, 0.4% hits;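 active means activation above its plate's cutoff, the mean activation of sample wells plus 3 SD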; further: some results filed as inactive read as strong as hits
Target sequence (P08173 whole entry, looked up): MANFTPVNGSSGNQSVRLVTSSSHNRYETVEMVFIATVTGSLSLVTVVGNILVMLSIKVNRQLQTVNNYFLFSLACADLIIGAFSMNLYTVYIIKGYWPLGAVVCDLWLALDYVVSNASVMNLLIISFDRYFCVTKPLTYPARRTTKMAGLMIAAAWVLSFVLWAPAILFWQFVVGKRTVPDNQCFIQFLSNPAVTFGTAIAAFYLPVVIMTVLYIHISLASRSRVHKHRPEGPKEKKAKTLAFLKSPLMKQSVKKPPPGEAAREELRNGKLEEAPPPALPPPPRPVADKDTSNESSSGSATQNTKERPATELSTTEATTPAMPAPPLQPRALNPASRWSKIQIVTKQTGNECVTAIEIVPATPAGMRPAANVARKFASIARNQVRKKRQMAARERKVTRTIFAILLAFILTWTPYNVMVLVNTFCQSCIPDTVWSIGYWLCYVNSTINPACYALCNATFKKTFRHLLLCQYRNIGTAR
M5 ag = CHRM5 agonism in calcium assay. 360,000 compounds, 0.19% hits. P08912. CHO-K1 hM5 cells, Fluo-8 calcium fluorescence; 0% DMSO wells, 100% maximal acetylcholine response. activation, % at 3 µM;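 active means activation above the run's mean over test compounds plus 3 SD, cut at about 23% in these data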;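 further: signal is peak over basal fluorescence ratio across the kinetic read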
CRFR2-BP antag = CRF-BP/CRF-R2 complex antagonism. HEK293 CRF-R2/CRF-BP, CRF-induced calcium fluorescence. inhibition, % at 11.8 µM. 350,000 compounds, 0.59% hits. AID 588475;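 active means inhibition of the ligand-induced calcium signal above about 50% at the single tested concentration, limit read from the data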
TAAR1 antagonist = antagonists of human TAAR1; Q96RJ0; CHO RD-HGA16 TAAR1, Fluo-8 calcium fluorescence, antagonist; inhibition, % at 3 µM; 360,000 compounds, 1.5% hits;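 active means inhibition above a per-plate cutoff, the mean inhibition of test compounds on that plate plus 3 SD, cut at about 49% in these data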;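 further: 0% = DMSO plus EC80 beta-PEA response and 100% = DMSO alone without agonist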
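System: RD-HGA16 CHO cells with stable hTAAR1 and Gα16 | Probe or stimulus: EC80 β-phenethylamine stimulus | Dosing: 3 µM, single point | Times: Dye loading 75 min at 37 °C, then 30 min room temperature | Measured by: Fluo-8 calcium-sensitive fluorescence | Read-out basis: % inhibition of agonist calcium response | Replicates: n of 1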
Starred values were filed as active, the others as inactive.

A first look, three compounds:
`O=C(NN=Cc1ccccc1O)c1cccc([N+](=O)[O-])c1` gave TAAR1 ag 2.3, M1 PAM parental -0.1, CRFR2-BP ag 1.4, M5 antag 3.4, M5 PAM 9.8, CHRM4 PAM 2.3, M5 ag 5.4, CRFR2-BP antag 3.8 and TAAR1 antagonist 6.5.
For CCn1ncc(N2CCOCC2)c(Cl)c1=O the results were TAAR1 ag 2.9, M1 PAM parental 0.0, CRFR2-BP ag 0.0, M5 antag -0.2, M5 PAM -0.9, CHRM4 PAM 0.9, M5 ag -3.7, CRFR2-BP antag -1.4 and TAAR1 antagonist -12.2.
Screening COc1ccc(NC(C)=O)cc1NC(=O)CSc1nnc(-c2cccnc2)n1C returned TAAR1 ag 5.2, M1 PAM parental 11.4, CRFR2-BP ag 0.8, M5 antag -1.2, M5 PAM 1.5, CHRM4 PAM -0.4, M5 ag -1.4, CRFR2-BP antag 3.5 and TAAR1 antagonist -3.2.

The whole of this part, from the first entry:
`O=C(NN=Cc1ccccc1O)c1cccc([N+](=O)[O-])c1` gave TAAR1 ag 2.3, M1 PAM parental -0.1, CRFR2-BP ag 1.4, M5 antag 3.4, M5 PAM 9.8, CHRM4 PAM 2.3, M5 ag 5.4, CRFR2-BP antag 3.8 and TAAR1 antagonist 6.5.
For CCn1ncc(N2CCOCC2)c(Cl)c1=O the results were TAAR1 ag 2.9, M1 PAM parental 0.0, CRFR2-BP ag 0.0, M5 antag -0.2, M5 PAM -0.9, CHRM4 PAM 0.9, M5 ag -3.7, CRFR2-BP antag -1.4 and TAAR1 antagonist -12.2.
Screening COc1ccc(NC(C)=O)cc1NC(=O)CSc1nnc(-c2cccnc2)n1C returned TAAR1 ag 5.2, M1 PAM parental 11.4, CRFR2-BP ag 0.8, M5 antag -1.2, M5 PAM 1.5, CHRM4 PAM -0.4, M5 ag -1.4, CRFR2-BP antag 3.5 and TAAR1 antagonist -3.2.
For CCOc1ccccc1-n1c(SCC(=O)N(C(C)C)C(C)C)nnc1-c1cccnc1 the results were TAAR1 ag 12.2, M1 PAM parental -5.6, CRFR2-BP ag 0.6, M5 antag -2.6, M5 PAM -2.8, CHRM4 PAM 8.7, M5 ag -6.8, CRFR2-BP antag 14.0 and TAAR1 antagonist -8.1.
For CN1CCN(C(=O)c2ccccc2NC(=O)c2ccccc2)CC1 the results were TAAR1 ag 0.3, M1 PAM parental -8.5, CRFR2-BP ag 0.4, M5 antag 4.3, M5 PAM 2.2, CHRM4 PAM 11.9, M5 ag -5.7, CRFR2-BP antag -5.4 and TAAR1 antagonist -28.1.
COc1ccc(NC(=O)c2cc(-c3cc(Cl)ccc3C)n[nH]2)cn1 was read as TAAR1 ag 2.4, M1 PAM parental 11.5, M5 antag 1.1, M5 PAM -3.7, CHRM4 PAM -3.7, M5 ag 1.3 and TAAR1 antagonist 1.4.
For CCC(=O)N1CCCC1(C)C(=O)Nc1cccc(Oc2ccccc2)c1 (stereo not given) the results were TAAR1 ag 0.9, M1 PAM parental 20.1, M5 antag 8.7, M5 PAM 3.2, CHRM4 PAM 2.1, M5 ag -2.4 and TAAR1 antagonist -25.0.
O=[N+]([O-])/C=C/c1cn(Cc2ccc(Cl)cc2)c2ccccc12 was read as TAAR1 ag 0.7, M1 PAM parental 13.8, CRFR2-BP ag -1.0, M5 antag 33.1*, M5 PAM 7.1, CHRM4 PAM -6.8, M5 ag 0.7, CRFR2-BP antag -11.6 and TAAR1 antagonist 8.8.
Screening CCCC(=O)N1CCC1(C)C(=O)Nc1scc(C)c1C#N (stereo not given) returned M1 PAM parental 17.5, M5 antag 5.8, M5 PAM -1.3, CHRM4 PAM 2.4 and M5 ag 0.7.
COCCn1c(SCC(=O)Nc2ccc(OC)c(S(N)(=O)=O)c2)nc2ccccc21 was read as TAAR1 ag 0.1, M1 PAM parental 20.1, CRFR2-BP ag -1.4, M5 antag 9.5, M5 PAM 3.7, CHRM4 PAM 8.3, M5 ag 2.7, CRFR2-BP antag -0.5 and TAAR1 antagonist -20.3.
Screening Clc1ccc(-c2nn3cnnc3s2)c(Cl)c1 returned TAAR1 ag -0.5, M1 PAM parental 6.9, CRFR2-BP ag 0.1, M5 antag 2.5, M5 PAM 1.6, CHRM4 PAM 7.8, M5 ag -10.8, CRFR2-BP antag 2.8 and TAAR1 antagonist -4.2.
Screening COc1ccc(NC(=O)COC(=O)c2cc(Cl)ccc2O)cc1S(=O)(=O)N1CCCCC1 returned TAAR1 ag 1.3, M1 PAM parental -4.6, CRFR2-BP ag 2.0, M5 antag -2.2, M5 PAM 1.0, CHRM4 PAM 7.3, M5 ag 1.3, CRFR2-BP antag 8.9 and TAAR1 antagonist 3.6.
O=C(c1ccco1)N1CCN(S(=O)(=O)c2c(Cl)cccc2Cl)CC1 was read as TAAR1 ag 4.3, M1 PAM parental 7.5, CRFR2-BP ag -0.5, M5 antag 1.9, M5 PAM 4.3, CHRM4 PAM -2.4, M5 ag -0.8, CRFR2-BP antag -5.3 and TAAR1 antagonist 5.3.
C/C(=N\Nc1ccc([N+](=O)[O-])cc1)c1ccc(-n2nncc2C(C)(C)C)cc1 was read as TAAR1 ag 0.2, M1 PAM parental 1.9, CRFR2-BP ag 1.7, M5 antag 3.3, M5 PAM 0.8, CHRM4 PAM 1.0, M5 ag 0.5, CRFR2-BP antag -71.2 and TAAR1 antagonist -1.0.
`COc1ccc(N(CC(=O)N2CCN(Cc3ccccc3)CC2)S(C)(=O)=O)cc1OC` gave TAAR1 ag 6.6, M1 PAM parental -6.6, CRFR2-BP ag -0.5, M5 antag 2.2, M5 PAM 5.0, CHRM4 PAM -4.2, M5 ag -2.3, CRFR2-BP antag 15.3 and TAAR1 antagonist -0.8.
Screening O=C(CSc1nc(=O)n(CCCN2CCOCC2)c2c1CCC2)Nc1ccc([N+](=O)[O-])cc1 returned TAAR1 ag 0.6, M1 PAM parental 1.3, CRFR2-BP ag -0.3, M5 antag 4.3, M5 PAM -3.7, CHRM4 PAM -2.7, M5 ag -4.8, CRFR2-BP antag 4.4 and TAAR1 antagonist -10.2.
`CCc1ccc(C(=O)Nc2nc(C)cs2)s1` gave TAAR1 ag -1.3, M1 PAM parental 2.0, CRFR2-BP ag -3.2, M5 antag -7.5, M5 PAM -7.9, CHRM4 PAM 10.1, M5 ag 1.2, CRFR2-BP antag 7.8 and TAAR1 antagonist -17.1.
CSc1nc(NCc2ccco2)c2ccccc2n1 was read as TAAR1 ag 16.3, M1 PAM parental 12.6, CRFR2-BP ag -0.2, M5 antag -1.2, M5 PAM -5.1, CHRM4 PAM -6.3, M5 ag -0.5, CRFR2-BP antag -5.6 and TAAR1 antagonist 13.8.
COc1ccc(C(=O)n2cnnc2N)cc1 was read as TAAR1 ag 0.6, M1 PAM parental 13.7, CRFR2-BP ag -0.1, M5 antag -1.8, M5 PAM -7.8, CHRM4 PAM 6.0, M5 ag 1.4, CRFR2-BP antag 24.9 and TAAR1 antagonist -2.1.
Screening COc1ccc(-c2nn(-c3ccccc3)cc2CN(C)CCn2ccnc2C)c(F)c1 returned TAAR1 ag 2.0, M1 PAM parental 17.0, CRFR2-BP ag -3.8, M5 antag 1.1, M5 PAM 5.7, CHRM4 PAM -14.0, M5 ag -8.5, CRFR2-BP antag -4.3 and TAAR1 antagonist -17.1.
`CCC(=O)/C=C1\Sc2ccc(OC)cc2N1CC` gave TAAR1 ag -1.5, M1 PAM parental 0.1, CRFR2-BP ag 0.2, M5 antag -9.4, M5 PAM 2.4, CHRM4 PAM 6.7, M5 ag -1.3, CRFR2-BP antag -3.9 and TAAR1 antagonist -16.7.
C=CCN1C(=O)C(Cc2cccc(Cl)c2)SC1=Nc1ccc(C(=O)O)cc1 (stereo not given) was read as TAAR1 ag 1.0, M1 PAM parental 15.2, CRFR2-BP ag -1.1, M5 antag 0.2, M5 PAM -1.3, CHRM4 PAM -3.9, M5 ag -3.3, CRFR2-BP antag 10.3 and TAAR1 antagonist 11.4.
Screening CN1C(=O)c2oc3ccccc3c(=O)c2C1c1cccnc1 (stereo not given) returned TAAR1 ag 1.4, M1 PAM parental 19.4, CRFR2-BP ag 1.6, M5 antag 0.8, M5 PAM 3.3, CHRM4 PAM -6.7, M5 ag -2.2, CRFR2-BP antag -6.2 and TAAR1 antagonist -31.1.
For CCO[C@@H]1OC(C(=O)O)=C[C@H](c2ccc(C(F)(F)F)cc2)[C@H]1CCCO the results were TAAR1 ag 5.9, M1 PAM parental -5.8, CRFR2-BP ag -2.0, M5 antag 1.8, M5 PAM -2.0, CHRM4 PAM 7.9, M5 ag 2.1, CRFR2-BP antag -1.5 and TAAR1 antagonist 9.7.
For COc1ccc(CNCCNC(=O)c2cccs2)cc1OC the results were TAAR1 ag 0.5, M1 PAM parental 5.9, CRFR2-BP ag -1.6, M5 antag 13.0, M5 PAM -4.2, CHRM4 PAM 3.5, M5 ag -2.5, CRFR2-BP antag -7.5 and TAAR1 antagonist 5.8.
COc1ccc([N+](=O)[O-])cc1NS(=O)(=O)c1ccc(C)cc1 was read as TAAR1 ag 2.5, M1 PAM parental 5.8, CRFR2-BP ag -2.9, M5 antag 1.2, M5 PAM 2.2, CHRM4 PAM -1.3, M5 ag -2.8, CRFR2-BP antag 21.1 and TAAR1 antagonist 3.4.
Screening Cc1ccccc1C(=O)NNC(=O)c1cccc([N+](=O)[O-])c1 returned TAAR1 ag 3.5, M1 PAM parental 13.4, CRFR2-BP ag -0.5, M5 antag 17.3, M5 PAM -9.2, CHRM4 PAM 1.7, M5 ag 3.0, CRFR2-BP antag 0.5 and TAAR1 antagonist -2.2.
For Cc1ccc(NC(=O)c2ccc(N3CCOCC3)c([N+](=O)[O-])c2)cc1S(=O)(=O)N1CCOCC1 the results were TAAR1 ag 32.2, M1 PAM parental 2.2, CRFR2-BP ag 0.4, M5 antag 10.0, M5 PAM -17.3, CHRM4 PAM -9.9, M5 ag 8.8, CRFR2-BP antag -13.2 and TAAR1 antagonist 67.5*.
COC(=O)c1sccc1NC(=O)COc1cccc(C)c1 was read as TAAR1 ag 0.3, M1 PAM parental 10.1, CRFR2-BP ag 4.5, M5 antag 5.6, M5 PAM -6.0, CHRM4 PAM -15.6, M5 ag -5.3, CRFR2-BP antag -11.3 and TAAR1 antagonist 18.3.
`CCCCOC(=O)c1ccc(NC(=O)C(=O)NCc2ccccn2)cc1` gave TAAR1 ag 0.4, M1 PAM parental 0.5, CRFR2-BP ag 2.1, M5 antag 4.8, M5 PAM 4.3, CHRM4 PAM 2.5, M5 ag 2.5, CRFR2-BP antag 2.5 and TAAR1 antagonist 4.7.
